Assay outcomes (PubChem BioAssay)
Xi reactivation: activators of inactive X chromosome reactivation, primary screen, imaging, XiGFP fibroblasts, GFP high-content imaging, set 2; 360,000 tested, 0.055% active; XiGFP mouse fibroblasts, % GFP-positive cells imaging, 3 d; cells co-treated with 5-aza-dC sensitizer; scaled so ellipticine positive control = 100%; activation, % at 7.58 µM;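 active = mean normalized replicate activation at least 10% and every replicate at or above 10%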;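 also: 0% = median of on-plate neutral control wells and 100% = ellipticine 6 µM median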
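Material: XiGFP fibroblasts, SV40-immortalized; Buffer or medium: DMEM containing 5-aza-dC; Compound dosing: single point; Times: 3 days compound exposure.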
S100A4 MyoIIA: inhibitors of S100A4-myosin IIA peptide binding, primary screen, biochemical, fluorescence polarization, TAMRA-MyoIIA peptide; Protein S100-A4 (Homo sapiens), P26447; inhibition, % at 10.7 µM; AID 652163, 2013; 360,000 tested, 0.14% active;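 active = mean inhibition of at least 70% across replicates, with every replicate also reaching that level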
Target sequence (P26447 whole entry, looked up): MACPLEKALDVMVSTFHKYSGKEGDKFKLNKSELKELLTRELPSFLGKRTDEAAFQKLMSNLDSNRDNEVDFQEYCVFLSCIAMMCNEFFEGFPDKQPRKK
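Test system: S100A4 monomer protein. Medium: HEPES buffer with Ca2+, pH 7.2. Reagent: fluorescent myosin IIA peptide, 5 nM. Compound dosing: single-point compound testing. Timing: 5 min between mix addition and reading. Benchmarks: DMSO neutral and TFP positive wells.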
C2C12 statin: suppressors of statin myotoxicity in C2C12 myotubes, primary screen, cell-based, single point, plate reader | rescue of ATP level, % at 7.49 µM | C2C12 myotubes + simvastatin, ATP luminescence, 48 h; scaled: DMSO 0, geranylgeraniol control 100 | 330,000 tested, 0.78% active | AID 602340, 2012;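 active = mean ATP rescue above about 67%, or every replicate alone reaching that limit, limit read from the data, passing the limit was not always enough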;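 also: myotubes were challenged with 10 µM simvastatin during compound exposure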
LGR2 inh: inhibitors of bursicon-induced LGR2 CRE-luciferase signal, primary screen, cell-based, HEK293, CRE-luciferase reporter, bursicon stimulation. Drosophila bursicon receptor LGR2 (rickets). AID 720647, 2013. 380,000 tested, 0.35% active. inhibition, % at 9.99 µM. bursicon-stimulated, 4 h;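 active = drop in luminescence signal, shown as inhibition above about 50% in the replicate tests, limit read from the data, passing the limit was not always enough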;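 also: agonist challenge used bursicon conditioned medium at about half maximal strength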
ERAP1 HTS inh: human ERAP1 aminopeptidase inhibitors, primary screen, biochemical, single point, plate reader; Endoplasmic reticulum aminopeptidase 1 (Homo sapiens), Q9NZ08; recombinant ERAP1, Leu-AMC fluorescence, 60 min; inhibition, % at 10.7 µM; 340,000 tested, 0.15% active; AID 652197, 2013;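 active = mean replicate inhibition of at least 30%, or all replicates individually reaching that 30% level; inactive = mean below 30% and not every replicate reaching it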;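 also: 0% = neutral control wells and 100% = L-leucinethiol positive control wells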
Cneo AK release: Cryptococcus neoformans cell lysis inducers, primary screen, AK release luminescence, single concentration | 360,000 tested, 0.2% active | lysis activity, % at 15 µM | C. neoformans lysis, adenylate kinase release luminescence, 4 h; normalised: neutral wells 0, clomiphene wells 100;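 active = mean lysis activity across replicates of at least 80%, whatever share of replicates individually reach that level; inactive = mean lysis activity below 80%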
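Signal: Adenylate kinase release luminescence | Assay system: Log-phase Cryptococcus neoformans yeast cells | Input: Cells at 5 × 10^6 per mL | Buffer or medium: Fresh YPD growth medium | Compound: Single dose | Schedule: Static 4 h at 37 °C with compound, 1 h detection | Controls: Clomiphene | Read-out: Luminescence rise reflecting yeast cell lysis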
PGC1a acetyl inh: inhibitors of PGC1a acetylation signal, primary screen, cell-based, U2OS, AlphaScreen, inhibitor mode. AlphaScreen anti-acetyl-lysine; with virally co-expressed GCN5 acetyltransferase. inhibition, % at 15.6 µM. 350,000 tested, 0.17% active. AID 651687, 2012;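 active = every replicate shows inhibition of at least 40%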;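 also: 0% = neutral control wells and 100% = positive control wells; some results beyond the cut were filed as inactive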
SIRT5 block: SIRT5 desuccinylase inhibitors, primary screen, biochemical, fluorescence imaging, single point, set 5 | AID 652115, 2013 | inhibition, % at 15 µM | 330,000 tested, 1.1% active | Purified SirT5, succinyl-peptide AMC, trypsin-coupled fluorescence; in the data active = inhibition above about 15%
Target sequence (Q9NXA8 whole entry, looked up): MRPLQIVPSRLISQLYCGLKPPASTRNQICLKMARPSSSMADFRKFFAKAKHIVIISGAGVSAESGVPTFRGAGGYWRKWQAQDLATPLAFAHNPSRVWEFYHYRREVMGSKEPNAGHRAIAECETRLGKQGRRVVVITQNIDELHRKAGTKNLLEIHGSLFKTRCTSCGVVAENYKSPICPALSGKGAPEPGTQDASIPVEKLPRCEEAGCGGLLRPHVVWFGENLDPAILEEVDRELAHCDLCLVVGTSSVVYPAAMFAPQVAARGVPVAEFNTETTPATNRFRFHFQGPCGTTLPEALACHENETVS
An asterisk follows results filed as active. Some of the compounds tested, so the mix of outcomes need not match the whole.

What do the screens show for `COc1ccc2c3c(n(C)c2c1)[C@H](CO)N(C(=O)CN1CCOCC1)CC31CCN(Cc2ccncc2)CC1`?
Xi reactivation: 0.0; S100A4 MyoIIA: 16; LGR2 inh: -26; ERAP1 HTS inh: 1; PGC1a acetyl inh: -4; SIRT5 block: 0

How did Fc1ccc(-c2n[nH]c(=S)c3ccccc23)cc1 do in these assays?
Xi reactivation: 0.0; S100A4 MyoIIA: -2; C2C12 statin: 7; LGR2 inh: 16; ERAP1 HTS inh: -3; Cneo AK release: 15; PGC1a acetyl inh: 7; SIRT5 block: -2

Results for C[C@H]1CN([C@@H](C)CO)C(=O)Cc2cc(NS(=O)(=O)c3ccc(F)cc3)ccc2O[C@@H]1CN(C)CC1CCCCC1 ?
Xi reactivation: -0.7; S100A4 MyoIIA: 0; C2C12 statin: 64; LGR2 inh: 9; ERAP1 HTS inh: 4; Cneo AK release: 0; PGC1a acetyl inh: 2; SIRT5 block: 13

Results for C[C@@H]1CN([C@@H](C)CO)C(=O)c2cc(NC(=O)Nc3ccccc3)ccc2O[C@H]1CN(C)S(=O)(=O)c1ccccc1 ?
Xi reactivation: 0.1; S100A4 MyoIIA: 1; C2C12 statin: -26; LGR2 inh: 10; ERAP1 HTS inh: -2; Cneo AK release: 0; PGC1a acetyl inh: -7; SIRT5 block: 2

How did COc1ccccc1N1CCN(CC(=O)Nc2ccccc2C(=O)NCCc2ccccc2)CC1 do in these assays?
Xi reactivation: 0.0; S100A4 MyoIIA: 46; C2C12 statin: -95; LGR2 inh: 10; ERAP1 HTS inh: -4; Cneo AK release: 0; PGC1a acetyl inh: -1; SIRT5 block: -2

How did COC1(OC)C=CC(=O)C=C1NC(=O)c1ccccc1OC(C)=O do in these assays?
Xi reactivation: 1.0; S100A4 MyoIIA: -1; C2C12 statin: -7; LGR2 inh: 25; ERAP1 HTS inh: 2; Cneo AK release: -1

What do the screens show for `CN(C)c1ccc2c(c1)[C@H]1C[C@H](CC(=O)NCc3ccc(Oc4ccccc4)cc3)O[C@@H](CO)[C@H]1O2`?
Xi reactivation: -0.1; S100A4 MyoIIA: -13; C2C12 statin: 16; LGR2 inh: 11; ERAP1 HTS inh: 0; Cneo AK release: 31; PGC1a acetyl inh: -8; SIRT5 block: 10

Results for CC1(C(=O)NS(=O)(=O)c2ccc(Br)cc2)CCN1C(=O)CC1CCCCC1 (configuration not stated) ?
Xi reactivation: 0.0; S100A4 MyoIIA: -1; C2C12 statin: 4; LGR2 inh: 17; ERAP1 HTS inh: 2; Cneo AK release: -2; PGC1a acetyl inh: 14; SIRT5 block: -1

How did O=C(C[C@H]1C=C[C@H](NC(=O)c2ccccc2)[C@@H](CO)O1)NCCc1ccncc1 do in these assays?
Xi reactivation: -0.5; S100A4 MyoIIA: 8; C2C12 statin: -3; LGR2 inh: -13; ERAP1 HTS inh: 1; Cneo AK release: -1; PGC1a acetyl inh: 4; SIRT5 block: 7

What do the screens show for `CC(C)NC(=O)C1(C)CCN1C(=O)C1(c2ccccc2)CCCC1` (configuration not stated)?
Xi reactivation: -0.2; S100A4 MyoIIA: -1; C2C12 statin: -6; LGR2 inh: 11; ERAP1 HTS inh: -1; Cneo AK release: -1; PGC1a acetyl inh: -5; SIRT5 block: -1

Two entries drawn at random from those above, as already listed:
How did COc1ccccc1N1CCN(CC(=O)Nc2ccccc2C(=O)NCCc2ccccc2)CC1 do in these assays?
Xi reactivation: 0.0; S100A4 MyoIIA: 46; C2C12 statin: -95; LGR2 inh: 10; ERAP1 HTS inh: -4; Cneo AK release: 0; PGC1a acetyl inh: -1; SIRT5 block: -2

How did COC1(OC)C=CC(=O)C=C1NC(=O)c1ccccc1OC(C)=O do in these assays?
Xi reactivation: 1.0; S100A4 MyoIIA: -1; C2C12 statin: -7; LGR2 inh: 25; ERAP1 HTS inh: 2; Cneo AK release: -1

(list continues)
How did OCC[C@@H]1C[C@@H](O)[C@H](O)[C@]2(Cc3ccccc3CO2)O1 do in these assays?
Xi reactivation: 0.0; S100A4 MyoIIA: -2; C2C12 statin: 2; LGR2 inh: -6; ERAP1 HTS inh: -2; Cneo AK release: 0; PGC1a acetyl inh: -1; SIRT5 block: -4

Results for Cc1noc(C)c1NC(=O)Nc1ccc2c(c1)C(=O)N([C@H](C)CO)C[C@H](C)[C@H](CN(C)C(=O)Nc1ccc(F)cc1)OCCCC[C@H](C)O2 ?
Xi reactivation: 0.1; S100A4 MyoIIA: -5; C2C12 statin: -13; LGR2 inh: -10; ERAP1 HTS inh: 1; Cneo AK release: -2; PGC1a acetyl inh: -10; SIRT5 block: 0

How did Cc1ccccc1COC(=O)c1cc([N+](=O)[O-])ccc1N1CCOCC1 do in these assays?
Xi reactivation: 0.0; S100A4 MyoIIA: 1; C2C12 statin: -13; LGR2 inh: 5; ERAP1 HTS inh: -1; Cneo AK release: 1; SIRT5 block: -1

What do the screens show for `O=C(COc1ccc(Cl)cc1Cl)NCCN1CCCC1`?
Xi reactivation: 0.0; S100A4 MyoIIA: -2; C2C12 statin: 1; ERAP1 HTS inh: -6; Cneo AK release: 5; PGC1a acetyl inh: -3; SIRT5 block: 1

How did CCCn1nnc(NC(=O)Cc2ccc(Cl)cc2)n1 do in these assays?
S100A4 MyoIIA: -21; C2C12 statin: -8; LGR2 inh: 12; ERAP1 HTS inh: 1; Cneo AK release: 0; PGC1a acetyl inh: 2; SIRT5 block: -5

How did Cc1ccccc1C(=O)c1cccn1CC(=O)NCCCN1CC(C)CC(C)C1 (configuration not stated) do in these assays?
Xi reactivation: 0.1; S100A4 MyoIIA: 6; LGR2 inh: -2; ERAP1 HTS inh: -4; SIRT5 block: 1

Results for CC(NS(=O)(=O)c1ccc2c(c1)oc(=O)n2C)c1ccccc1 (configuration not stated) ?
Xi reactivation: 0.4; S100A4 MyoIIA: -1; LGR2 inh: -9; ERAP1 HTS inh: -1; Cneo AK release: 1; SIRT5 block: -3

What do the screens show for `Cc1ccc(S(=O)(=O)NCC[C@H]2CC[C@@H](NC(=O)CC3CC3)[C@@H](CO)O2)cc1`?
Xi reactivation: -0.3; S100A4 MyoIIA: -3; C2C12 statin: 1; LGR2 inh: -1; ERAP1 HTS inh: 2; Cneo AK release: 7; PGC1a acetyl inh: -1; SIRT5 block: -1

How did O=C1c2cc(CO)cc(O)c2C(=O)c2c(O[C@@H]3OC(CO)[C@@H](O)[C@@H](O)[C@@H]3O)cccc21 (some centres not stated) do in these assays?
S100A4 MyoIIA: 0; C2C12 statin: -5; LGR2 inh: 2; ERAP1 HTS inh: 2; Cneo AK release: 1; PGC1a acetyl inh: -13; SIRT5 block: 4

What do the screens show for `CCc1cccc(C)c1NC(=O)c1ccc(CN2CCc3ccccc3C2)cc1`?
Xi reactivation: 0.1; S100A4 MyoIIA: -6; LGR2 inh: 13; ERAP1 HTS inh: 3

Results for CCCC#Cc1ccc2c(c1)O[C@@H](CN(C)C(=O)c1ccccn1)[C@@H](C)CN([C@@H](C)CO)S2(=O)=O ?
Xi reactivation: -0.8; S100A4 MyoIIA: -2; C2C12 statin: 15; LGR2 inh: 2; ERAP1 HTS inh: 2; Cneo AK release: -2; PGC1a acetyl inh: -10; SIRT5 block: 0

What do the screens show for `COc1cc(OC)c(C2=NOC(C(=O)N3CCCc4ccccc43)C2)cc1Cl` (configuration not stated)?
C2C12 statin: 135*; LGR2 inh: -1; Cneo AK release: 0; PGC1a acetyl inh: 3

Results for C/C=C/c1ccc([C@H]2[C@@H](CNC(=O)c3ccccc3)N(C(C)=O)[C@H]2CO)cc1 ?
Xi reactivation: 0.0; C2C12 statin: 1; LGR2 inh: -15; Cneo AK release: -2; PGC1a acetyl inh: 20

Results for O=c1ccc2cc(S(=O)(=O)Nc3ccccc3F)ccc2o1 ?
Xi reactivation: 0.0; S100A4 MyoIIA: -6; C2C12 statin: -5; LGR2 inh: 0; ERAP1 HTS inh: 1; Cneo AK release: -1; SIRT5 block: -11

What do the screens show for `COc1ccccc1/C=C/CN1CCSCC1`?
Xi reactivation: 0.0; S100A4 MyoIIA: 0; C2C12 statin: 0; LGR2 inh: 10; ERAP1 HTS inh: 0; Cneo AK release: 5; PGC1a acetyl inh: 0; SIRT5 block: 0

Results for O=C(COC(=O)[C@@H]1CCCN1S(=O)(=O)c1ccccc1F)NCc1ccc2c(c1)OCO2 ?
Xi reactivation: 0.1; S100A4 MyoIIA: -2; C2C12 statin: 0; LGR2 inh: 20; ERAP1 HTS inh: -1; Cneo AK release: 1; PGC1a acetyl inh: 6; SIRT5 block: -1

Results for COc1ccc(NS(=O)(=O)c2c(C)n(C)c(=O)n(C)c2=O)cc1OC ?
Xi reactivation: 0.0; S100A4 MyoIIA: 1; C2C12 statin: 6; LGR2 inh: 14; ERAP1 HTS inh: 4; Cneo AK release: -1; PGC1a acetyl inh: -2; SIRT5 block: -7

How did CO[C@H]1CN(C)C(=O)c2ccc(NC(=O)Cc3ccccc3)cc2OC[C@H](C)N(C)C[C@@H]1C do in these assays?
Xi reactivation: 0.4; S100A4 MyoIIA: -1; LGR2 inh: 5; ERAP1 HTS inh: 0; SIRT5 block: 3

Results for Cc1ccc(CNc2cc(C(=O)O)ccc2C)s1 ?
Xi reactivation: 0.3; S100A4 MyoIIA: -2; C2C12 statin: -15; LGR2 inh: 4; ERAP1 HTS inh: -2; Cneo AK release: 3; PGC1a acetyl inh: 37; SIRT5 block: -1

Results for C[C@@H]1CCCCO[C@@H](CN(C)C(=O)NC2CCCCC2)[C@@H](C)CN([C@H](C)CO)C(=O)c2cc(NS(C)(=O)=O)ccc2O1 ?
Xi reactivation: 0.0; C2C12 statin: 11; LGR2 inh: 8; Cneo AK release: 1; PGC1a acetyl inh: -11

How did Cc1ccn2cc(CNS(=O)(=O)c3ccc4c(c3)OCCO4)nc2c1 do in these assays?
Xi reactivation: 0.2; S100A4 MyoIIA: -3; C2C12 statin: 16; LGR2 inh: 6; ERAP1 HTS inh: 4; Cneo AK release: 4; SIRT5 block: 2

Structural class, the compounds so far with a Cl atom.
What do the screens show for `O=C(COc1ccc(Cl)cc1Cl)NCCN1CCCC1`?
Xi reactivation: 0.0; S100A4 MyoIIA: -2; C2C12 statin: 1; ERAP1 HTS inh: -6; Cneo AK release: 5; PGC1a acetyl inh: -3; SIRT5 block: 1

How did CCCn1nnc(NC(=O)Cc2ccc(Cl)cc2)n1 do in these assays?
S100A4 MyoIIA: -21; C2C12 statin: -8; LGR2 inh: 12; ERAP1 HTS inh: 1; Cneo AK release: 0; PGC1a acetyl inh: 2; SIRT5 block: -5

What do the screens show for `COc1cc(OC)c(C2=NOC(C(=O)N3CCCc4ccccc43)C2)cc1Cl` (configuration not stated)?
C2C12 statin: 135*; LGR2 inh: -1; Cneo AK release: 0; PGC1a acetyl inh: 3
